# ATXN viability: viability counter-screen for ATXN expression inhibitors; Potency, µM (doses to about 56.7 µM), hits mostly cytotoxic; AID 651635; 0.49% of 400,000 active; S2 cells (HEK-293 line with an ATXN2-luciferase reporter) viability, CellTiter-Fluor protease fluorescence, 24 h; further: potency means the concentration at half of the fitted maximal effect; nearly all actives have a fitted effect of over 40% in size
# IL1B secr inh: inflammasome signaling inhibition, IL-1 beta readout | THP-1 LPS/ATP IL-1B secretion, AlphaLISA, 16 h; hits give low values | activity change, % at 57.5 µM | 4.7% of 360,000 active; in the data active means activity change below about -50%; inconclusive means mostly about -30% to -49%; further: on the % scale 0 is the no-effect control and ±100 the full control effect
#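 Secreted IL-1B measured by AlphaLISA bead assay after 16 h compound exposure of THP-1 cells; compounds (final up to 57.5 uM) added 1 h before LPS (250 ng/mL) and ATP (1.25 mM) stimulation; lower signal means less secretion.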
# KB-3-1 cytotox: kills parental KB-3-1 adenocarcinoma cells; KB-3-1 viability, CellTiter-Glo ATP luminescence, 72 h; Potency, µM (doses to about 46.1 µM), without a hit: top-dose activity change, negative = cytotoxic, hits mostly cytotoxic; 1.4% of 400,000 active; further: potency means the concentration at half of the fitted maximal effect; on the % scale 0 is the no-effect control and ±100 the full control effect; nearly all actives have a fitted effect of over 60% in size
#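 Parental KB-3-1 adenocarcinoma cells in phenol-red-free DMEM with 10% FBS were pin-treated with compounds at several concentrations, incubated 72 h at 37 °C, and viability read by CellTiter-Glo luminescence; concentration-effect curves were fitted after normalization.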
# HepG2 tox: HepG2 cytotoxicity, counter-screen for TGF-b inhibitors; HepG2 CAGA-GFP viability, ATP luminescence, 18 h; Potency, µM (series often up to 46.1 µM), without a hit: at the top dose activity change, negative = cytotoxicity, actives largely listed as cytotoxic; 0.76% of 410,000 active; further: potency means the concentration at half of the fitted maximal effect; some results filed as inactive show a strong effect at the top dose
#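 HepG2 CAGA-GFP cells (1000/well, DMEM with 1% FBS) received compound, then TGF-beta at 500 pg/mL final, and were incubated 18 hours at 37 degrees C. Viability was read by CellTiter-Glo luminescence. Media-only wells were set as complete cell-killing and DMSO as no toxicity.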
# ATXN2 expr inh: ATXN2 expression inhibition | AID 1745845 | HEK-293 ATXN2-luciferase reporter, luminescence, 24 h | 0.72% of 360,000 active | Potency, µM (highest dose often 57 µM), for the others: top-dose activity change, negative = inhibition, most hits filed as inhibitors; further: potency means the concentration at half of the fitted maximal effect; on the % scale 0 is the no-effect control and ±100 the full control effect; nearly all actives have a fitted effect of over 55% in size
#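 ATXN2-luciferase reporter cells (luciferase flanked by upstream and downstream ATXN2 gene portions) were treated 24 h at 37 °C with compounds at up to 57 uM. SteadyGlo luminescence gave expression; GF-AFC fluorescence gave viability.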
# MCF10A rerep: inducers of DNA re-replication in MCF 10A breast cells. MCF 10A DNA re-replication, Hoechst nuclear intensity, 48 h. AID 624296. 2.9% of 350,000 active. Potency, µM (highest dose often 46.1 µM), for inactives: at the highest dose activity, positive = re-replication, hits mostly activators; further: potency means the concentration at half of the fitted maximal effect; % of control where 0% means no effect; nearly all actives have a fitted effect of over 50% in size
# HT1080 IDH1KD tx: HT-1080 IDH1 knockdown cell toxicity (counter line) | AID 686971 | Potency, µM (top dose mostly 46.1 µM), for inactives: top-dose activity, negative = toxicity, hits mostly cytotoxic | 2% of 360,000 active | HT-1080 IDH1 knockdown viability, ATP luminescence, 48 h;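 further: potency means the concentration at half of the fitted maximal effect; 0% = DMSO wells and -100% = cell-free medium wells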
#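 Using the IDH1-knockdown HT-1080 line run in the same batch and compound series as the NT line, viability after 48 h at 37 °C was determined by CellTiter-Glo luminescence and expressed as % activity.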
# HT1080-NT tox: kills 2HG-producing HT-1080-NT fibrosarcoma cells. HT-1080-NT fibrosarcoma viability, CellTiter-Glo ATP luminescence, 48 h. Potency, µM (series often up to 46.1 µM), inactives show top-dose activity, negative = less viability, most hits filed as cytotoxic. 1.6% of 360,000 active. AID 686970;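 further: NT is the 2HG producing partner of a matched IDH1 knockdown line; potency means the concentration at half of the fitted maximal effect; 0% = DMSO-treated cells and -100% = media-only wells without cells; nearly all actives have a fitted effect of over 55% in size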
#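 Read-out is CellTiter-Glo luminescence after 10 minutes at room temperature, following 48 hours' compound treatment of HT-1080-NT cells (750 cells/well, RPMI, 5% FBS, 37 degrees C).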
# SW480 rerep: inducers of DNA re-replication in SW480 colon cancer cells. SW480 DNA re-replication, Hoechst DNA content imaging, 48 h. Potency, µM (doses to about 46.1 µM), for the others: at the top dose re-replication activation, usual class: activators. 1.8% of 340,000 active. AID 624297; further: potency means the concentration at half of the fitted maximal effect; % of control where 0% means no effect; nearly all actives have a fitted effect of over 55% in size
#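 Image-based DNA-content assay: after two days of treatment, nuclei were labelled with the DNA dye Hoechst and imaged, and hits were compounds raising the count of nuclei showing high fluorescence intensity.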
# * = called active by the depositor; i = inactive; ? = inconclusive; . = not tested or not shown; [ ] = dose if it differs, or a comment. Unless noted, the call rests on the fitted dose curve; in most records, active means well fitted curve in the direction sought with a large enough effect; inconclusive means small, poorly fitted or top-dose-only effect, or another doubt; inactive means no such curve, though single readings can be large; an effect the other way counts as inactive or inconclusive. Not a hit list. Share with any hit: about 8.9%.
SMILES,ATXN viability,IL1B secr inh,KB-3-1 cytotox,HepG2 tox,ATXN2 expr inh,MCF10A rerep,HT1080 IDH1KD tx,HT1080-NT tox,SW480 rerep
CCCC(=O)O[C@@H]1C[C@@H](C)N(C(=O)c2ccccc2)c2ccc(C)cc21,i,-3,8%,2%,-4%,-7%,-15%,-10%,14%
O=C(N/N=C/c1ccc(Cl)cc1)c1ccc2c(c1)OCO2,i,-6,-25%,-27%,-15%,17%,?,?,?
COc1ccc(C(=O)n2nnc3ccccc32)cc1Br,i,-14,-17%,2%,-11%,-4%,6%,-2%,1%
C1=C(c2ccccc2)N2CCN=C2S1,i,-12,0%,-1%,-3%,-6%,8%,2%,-3%
COCCNC(=O)CS(=O)Cc1nc(-c2ccc(OC)cc2)oc1C (stereo unspecified),i,12,17%,-7%,15%,3%,3%,9%,-5%
C/C=C(/C)C(=O)Nc1cccc(C2=NOC3(C2)C[C@@H](C(N)=O)N(C(=O)[C@H]2CCC(=O)N2)C3)c1 (stereo partly specified),i,52,0%,-32%,-8%,3%,-2%,-11%,?
Cc1ccc(CN(C)C[C@H]2OCc3cnnn3CCCC(=O)N([C@@H](C)CO)C[C@@H]2C)cc1,i,37,16%,3%,10%,.,4%,-4%,.
CCOC(=O)N1CCN(C(=O)CCSc2ccccc2)CC1,i,-18,10%,-1%,20%,1%,13%,9%,-14%
O=C(Nc1ccccc1F)c1cc(S(=O)(=O)N2CCOCC2)ccc1N1CCOCC1,i,-14,16%,6%,12%,-5%,7%,9%,-73%[inhibitor]
O=C(CN1C(=O)NC2NC(=O)NC21)N/N=C/c1ccccc1O (stereo unspecified),i,-15,2%,-8%,-9%,6%,1%,1%,-4%
Cc1noc(C)c1CC(=O)Nc1ccc2c(c1)OCO2,i,-1,3%,3%,.,18%,1%,-4%,-11%
CC(=O)c1ccc(-c2cc([C@H]3[C@H]4C=CC[C@@H](C)[C@@H]4C(=O)N3Cc3ccccc3)ccc2F)cc1,i,-23,-9%,8%,?,6%,?,?,2%
CCOC(=O)c1c(-c2ccccc2)csc1NC(=O)C(C)NCc1ccco1 (stereo unspecified),i,0,1%,-3%,.,?,-11%,-12%,?
NC(=O)Cn1cc(/C=N\NS(=O)(=O)c2cccc([N+](=O)[O-])c2)c2ccccc21,i,i,7%,4%,-11%,3%,20%,6%,?
COc1ccc(C2CC(=O)c3c(C)nc(N4CCN(Cc5ccccc5)CC4)nc3C2)cc1OC (stereo unspecified),i,-2,?,0%,-31%,12%,-14%,1%,13%
COCCN(C(=O)COC(=O)Cc1c[nH]c2ccccc12)c1c(N)n(Cc2ccccc2)c(=O)[nH]c1=O,i,10,?,3%,-4%,3%,2%,0%,-2%
O=S(=O)(c1ccccc1)N1CCN(C(=S)Nc2ccccc2)CC1,i,-7,1%,-1%,1%,-1%,0%,13%,0%
COc1ccc(CN2C3CCCC2CC(NC(=O)/C=C/c2ccccc2)C3)cc1 (stereo unspecified),?,?,0%,2%,-21%,-3%,-3%,-18%,-4%
CCC(C)C(NC(=O)c1ccccc1)C(=O)N1CCN(C(=O)c2ccccc2)CC1 (stereo unspecified),i,15,-3%,11%,.,.,-2%,0%,.
CC(=O)Nc1cccc(NC(=O)CSc2nnc3ccc(-c4cccnc4)nn23)c1,i,-3,2%,-3%,4%,0%,4%,16%,184%
CC(C)c1ccc(CNCCSc2nnnn2-c2ccccc2)cc1,i,.,-1%,-23%,-14%,.,.,.,.
O=C1C2CCCN2C(=S)N1c1ccccc1 (stereo unspecified),i,-1,26%,-13%,-18%,0%,2%,7%,-1%
COCCn1ccc2c(OCC(=O)Nc3ccccc3F)cccc2c1=O,?,.,-4%,2%,9%,.,.,.,.
COc1ccc(NC(=O)CSc2nc3nc(-c4cccs4)cc(C(F)(F)F)c3c(=O)[nH]2)c(OC)c1,i,18,13%,-9%,-9%,?,-24%,-22%,-82%[inhibitor]
CCOc1ccc(C2CC(=O)n3nc(-c4ccc(C)cc4)nc3S2)cc1 (stereo unspecified),i,.,2%,9%,1%,.,.,.,.
COc1ccc(Cl)cc1Cn1c(C)c(C(=O)NCc2ccc(C#N)cc2)sc1=O,i,-21,-5%,3%,-21%,.,-18%,-27%,.
Cc1c(C(=O)NC(=S)NCC(C)C)oc2ccccc12,i,9,5%,-2%,51%[activator],-2%,19%,15%,-3%
Cc1occc1-c1nnc(SCC(=O)c2ccc(F)cc2)o1,i,-8,3%,1%,30%,15%,-4%,-1%,-21%
O=C(COC(=O)c1ccco1)NCc1ccco1,i,10,-1%,5%,4%,-2%,6%,5%,1%
CC1CCN(CC(=O)NC(=O)NCc2ccccc2)CC1,i,16,11%,15%,7%,13%,-1%,0%,1%
Cc1nc2ccc(Cl)cc2nc1C,i,8,14%,-5%,-6%,-8%,9%,12%,-6%
Cc1c(C(=O)N(C)Cc2ccccc2)oc2c(Cl)cccc12,i,-4,?,-13%,-14%,18µM*,-21%,-10%,21%
COc1cccc(C(=O)NCC(=O)OCC(=O)Nc2ncc(Cl)cc2Cl)c1,i,-2,-4%,10µM*,10%,-6%,-2%,1%,-4%
COc1ccc(Cl)cc1NC(=S)NNC(=O)c1cccs1,i,38,-2%,-8%,2%,1%,-2%,-14%,-16%
COc1cc(NC(=O)c2ccco2)c(OC)cc1NC(=O)CCC(=O)Nc1cccc(C)c1C,i,-8,-15%,-14%,5%,1%,2%,5%,0%
Nc1nc(Nc2ccccc2)nc(N2CCCC2)c1[N+](=O)[O-],i,?,?,-14%,21%,18%,-25%,-19%,?
O=S(=O)(Nc1nc2ccccc2s1)c1ccc(Cl)nc1,i,38,-2%,-7%,2%,10%,4%,1%,-15%
CN(C)CCNC(=O)c1cccc(-c2cccc3nccn23)c1,i,?,?,-12%,10%,.,27%,1%,.
CCN(CC(=O)NCc1cccs1)C(=O)c1cc(S(=O)(=O)N2CCOCC2)ccc1C,i,-9,-4%,-1%,-6%,0%,10%,9%,-2%
CCOC(=O)c1c(C)oc2nc(C)nc(NCCCN3CCN(c4cc(Cl)ccc4C)CC3)c12,i,.,1%,-36%,5%,.,.,.,.

# 5 records picked at random from the list so far:
SMILES,ATXN viability,IL1B secr inh,KB-3-1 cytotox,HepG2 tox,ATXN2 expr inh,MCF10A rerep,HT1080 IDH1KD tx,HT1080-NT tox,SW480 rerep
COc1ccc(Cl)cc1NC(=S)NNC(=O)c1cccs1,i,38,-2%,-8%,2%,1%,-2%,-14%,-16%
CC(C)c1ccc(CNCCSc2nnnn2-c2ccccc2)cc1,i,.,-1%,-23%,-14%,.,.,.,.
Cc1occc1-c1nnc(SCC(=O)c2ccc(F)cc2)o1,i,-8,3%,1%,30%,15%,-4%,-1%,-21%
COc1cc(NC(=O)c2ccco2)c(OC)cc1NC(=O)CCC(=O)Nc1cccc(C)c1C,i,-8,-15%,-14%,5%,1%,2%,5%,0%
CCOC(=O)c1c(C)oc2nc(C)nc(NCCCN3CCN(c4cc(Cl)ccc4C)CC3)c12,i,.,1%,-36%,5%,.,.,.,.

# Single records, from the list above. Values in the order: ATXN viability	IL1B secr inh	KB-3-1 cytotox	HepG2 tox	ATXN2 expr inh	MCF10A rerep	HT1080 IDH1KD tx	HT1080-NT tox	SW480 rerep
# COc1ccc(Cl)cc1NC(=S)NNC(=O)c1cccs1 reads i	38	-2%	-8%	2%	1%	-2%	-14%	-16%
# COc1cccc(C(=O)NCC(=O)OCC(=O)Nc2ncc(Cl)cc2Cl)c1 reads i	-2	-4%	10µM*	10%	-6%	-2%	1%	-4%
# CCN(CC(=O)NCc1cccs1)C(=O)c1cc(S(=O)(=O)N2CCOCC2)ccc1C reads i	-9	-4%	-1%	-6%	0%	10%	9%	-2%

# (further entries)
SMILES,ATXN viability,IL1B secr inh,KB-3-1 cytotox,HepG2 tox,ATXN2 expr inh,MCF10A rerep,HT1080 IDH1KD tx,HT1080-NT tox,SW480 rerep
COc1ccc(S(=O)(=O)Nc2ccc(C(N)=O)cc2)cc1C(=O)N1CCCCCC1,i,1,3%,-5%,29%,-4%,13%,10%,-38%
COc1cc(C(=O)n2nc(C)cc2C)ccc1O,i,0,?,-17%,-15%,-8%,-2%,-19%,-2%
O=C(/C=C/c1ccccc1)OCCN=C1NS(=O)(=O)c2ccccc21,?,0,2%,-6%,-19%,-1%,-7%,-11%,1%
Cc1ccc2ncnc(NCCCCCC(=O)O)c2c1,i,23,2%,2%,-17%,1%,0%,-3%,9%
Cc1ccc(C(=O)Nc2ccc(C(=O)N/N=C/c3ccccn3)cc2)cc1,i,0,-6%,-33%,-20%,?,?,?,22%
O=C(NCCC1=CCCCC1)c1ccc2c(c1)N(Cc1ccccc1F)C(=O)c1ccccc1S2(=O)=O,i,.,5%,-23%,-14%,.,.,.,.
Nc1ccc(S(=O)(=O)NC2=NCCCCC2)cc1,i,-5,7%,-11%,0%,1%,27%,22%,0%
CC1(C)C2CCC1(C)C(OC(=O)c1ccc(O)cc1)C2 (stereo unspecified),?,10,-7%,-113%,-22%,?,-11%,17%,10%
COc1ccc(C(=O)NC(=S)N2CCOCC2)cc1Br,i,-8,-10%,9%,16%,-2%,2%,5%,-1%
COc1cccc(N2CCN(C(=O)c3cc4cc(Cl)ccc4[nH]3)CC2)c1,i,35,-7%,-31%,-7%,?,-1%,-1%,13%
Cc1ccc(NS(=O)(=O)c2ccc(-n3cccn3)cc2)c(Cl)c1,i,26,-14%,-9%,.,.,4%,6%,.
Cc1cccc2nc(CSc3nc4cc([N+](=O)[O-])ccc4s3)cn12,i,-8,-3%,-4%,0%,-3%,3%,0%,-3%

# Assay outcomes: PubChem BioAssay, National Center for Advancing Translational Sciences (NCATS)
